Screening data as filed in PubChem BioAssay.
PG9 Ab binder: PG9 antibody binding by small molecule; inhibition, % at 6.7 µM; AID 624416; 360,000 tested, 0.43% active; TR-FRET gp120-PG9 antibody binding; in the data active = inhibition above about 8.5%
mABHD4 FP: inhibitors of mouse ABHD4; 370,000 tested, 0.54% active; purified mABHD4, FP-Rh probe fluorescence polarization; Q8VD66; inhibition, % at 8.92 µM;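 active = inhibition exceeding the mean over every tested compound plus 3 SD, cut at about 30% in these data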;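 also: 0% = plate median of compound wells and 100% = S159A mutant with DMSO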
Target sequence (Q8VD66 whole entry, looked up): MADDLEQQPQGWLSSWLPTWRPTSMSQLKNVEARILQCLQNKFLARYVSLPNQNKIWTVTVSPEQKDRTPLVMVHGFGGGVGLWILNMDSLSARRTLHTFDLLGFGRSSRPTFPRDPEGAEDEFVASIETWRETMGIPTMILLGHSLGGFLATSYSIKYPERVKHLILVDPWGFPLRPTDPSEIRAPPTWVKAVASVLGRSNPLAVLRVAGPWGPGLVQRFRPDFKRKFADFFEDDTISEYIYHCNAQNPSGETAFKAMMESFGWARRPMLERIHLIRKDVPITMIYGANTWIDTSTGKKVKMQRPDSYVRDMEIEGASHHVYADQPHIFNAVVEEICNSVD
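Assay system: mouse ABHD4 enzyme, wild type / Also added: fluorescent activity-based probe FP-Rh / Doses: single nominal dose of 8.92 µM, 0.89% DMSO final / Timing: 45 min compound pre-incubation plus 60 min probe step, 25 °C / Signal: FP readout, ex 525 nm / em 598 nm / Control set: S159A mutant/DMSO as 100%, compound-well median as 0%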
PRMT1 inh: blocks human protein arginine methyltransferase 1; recombinant PRMT1, activity-based probe fluorescence polarization; Q99873; 370,000 tested, 1.3% active; inhibition, % at 2.79 µM;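 active = inhibition above about 21% made by adding two undisclosed values, limit read from the data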
SIAE primary: blocks human sialic acid acetylesterase. SIAE FP-Rh probe binding, fluorescence polarization. 370,000 tested, 0.69% active. inhibition, % at 9.66 µM. Q9HAT2. AID 1053197;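 active = inhibition above a cutoff: mean of compounds within the control limits plus 3 SD of those, cut at about 17% in these data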;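 also: 0% = plate median of compound wells and 100% = probe without SIAE protein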
DDE Tn7 FP inh: disrupts Tn7 cyclic peptide binding to fibrin D-Dimer-E complex. P02675. FP displacement of FITC-Tn7 peptide from fibrin DD(E); 0% = median of compound wells per plate. inhibition, % at 8.3 µM. 370,000 tested, 0.13% active. AID 720508;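 active = inhibition above the mean of compounds falling within the control limits plus 3 SD of them, cut at about 14% in these data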;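 also: 0% = plate median of compound wells and 100% = 10 µM Aha-Tn7 peptide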
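Assay system: human fibrin DD(E). Input: DD(E) 2 µM final. Medium: Tris buffer with calcium and detergent, pH 7.8. Compound dosing: single point at 8.3 µM. Timing: 10 min plus 3 h, room temperature. Technique: fluorescence polarization of the labelled Tn7 tracer. Read-out: percent inhibition. Replicates: singlicate testing.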
LEDGF integ inh: blocks HIV-1 LEDGF/p75-dependent DNA integration; TR-FRET IN-LEDGF/p75 DNA integration, Eu/Cy5; inhibition, % at 3.7 µM; 370,000 tested, 0.64% active; AID 743269;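 active = inhibition above the screen-wide mean plus 3 SD, cut at about 13% in these data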;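 also: signal is the Cy5 over europium emission ratio at 671 and 618 nm; 0% = plate median of compound wells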
TDP2 inh: blocks human TDP2 phosphodiesterase activity. 370,000 tested, 0.34% active. recombinant TDP2, T5PNP hydrolysis, p-nitrophenol absorbance 415 nm. inhibition, % at 12.8 µM;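 active = inhibition above the mean of all tested compounds plus 3 SD, set per campaign, cut at about 25% in these data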;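 also: 0% = DMSO with enzyme and 100% = buffer with substrate but no TDP2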
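System – recombinant human TDP2 · Amount – 120 nM TDP2 per well · Buffer or medium – Mg2+-containing Tris-HCl buffer, pH 7.5 · Reagent – T5PNP substrate, 5 mM · Dosing – 12.8 µM single point, 1% DMSO · Incubation – 2 h at 37 °C · Measured by – epi absorbance · Read-out basis – percent inhibition · Benchmarks – high control without enzyme, low control DMSO plus TDP2 · Repeats – singlicate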
TCR-CD3 inh: inhibitors of human TCR-CD3 interaction. TAMRA-labeled TCR probe fluorescence, biochemical. inhibition, % at 9.4 µM. 360,000 tested, 0.37% active; in the data active = inhibition above about 19%;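 also: recombinant mutant TCR 2C K166C tagged with TAMRA read by polarization; 0% = receptor in buffer alone and 100% = receptor with positive control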
UHRF1 binding: blocks human UHRF1 binding to methylated DNA; Q96T88; UHRF1 binding to methylated oligo, TR-FRET; inhibition, % at 4.4 µM; 370,000 tested, 0.75% active; AID 687016; in the data active = inhibition above about 21%;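 also: UHRF1 SRA domain binding a hemimethylated CpG hairpin DNA probe; 0% = median of test compound wells and 100% = reference inhibitor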
Target sequence (Q96T88 whole entry, looked up, the tested form may be a part): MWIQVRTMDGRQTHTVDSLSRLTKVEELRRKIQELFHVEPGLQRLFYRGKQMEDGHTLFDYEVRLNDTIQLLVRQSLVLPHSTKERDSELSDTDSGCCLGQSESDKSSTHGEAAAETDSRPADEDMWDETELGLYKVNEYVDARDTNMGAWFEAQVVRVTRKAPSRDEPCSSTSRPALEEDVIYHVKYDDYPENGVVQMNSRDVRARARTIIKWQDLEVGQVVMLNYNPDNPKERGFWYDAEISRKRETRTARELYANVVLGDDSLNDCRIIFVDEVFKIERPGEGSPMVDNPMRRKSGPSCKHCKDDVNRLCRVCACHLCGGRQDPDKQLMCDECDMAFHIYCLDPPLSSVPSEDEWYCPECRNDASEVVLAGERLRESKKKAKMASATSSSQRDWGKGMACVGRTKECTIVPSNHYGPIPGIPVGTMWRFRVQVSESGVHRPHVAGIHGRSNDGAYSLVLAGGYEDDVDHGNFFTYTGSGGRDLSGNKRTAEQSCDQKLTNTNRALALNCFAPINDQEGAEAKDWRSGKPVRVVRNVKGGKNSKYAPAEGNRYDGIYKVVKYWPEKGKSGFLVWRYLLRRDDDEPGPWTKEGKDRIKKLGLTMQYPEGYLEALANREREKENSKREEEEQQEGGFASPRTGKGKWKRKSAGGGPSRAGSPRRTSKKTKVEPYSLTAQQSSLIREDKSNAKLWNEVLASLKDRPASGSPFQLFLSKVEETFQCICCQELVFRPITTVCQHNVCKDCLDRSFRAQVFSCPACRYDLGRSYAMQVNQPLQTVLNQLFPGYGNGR
HTRA1 inhibitor: blocks human HTRA1 serine peptidase. Q92743. recombinant HTRA1, FP-rhodamine activity-based probe, fluorescence polarization. inhibition, % at 5.96 µM. 340,000 tested, 0.5% active; in the data active = inhibition above about 36%;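 also: 0% = enzyme with DMSO and 100% = wells lacking enzyme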
* = called active by the depositor; / = no result given; & = joins results of further samples.

SMILES	PG9 Ab binder	mABHD4 FP	PRMT1 inh	SIAE primary	DDE Tn7 FP inh	LEDGF integ inh	TDP2 inh	TCR-CD3 inh	UHRF1 binding	HTRA1 inhibitor
CCOc1ccc(C(=O)NCc2ccncc2)cc1OCC	-1.6	-4	1	-2	3	1	9	3	-1	1
Nc1nc(Sc2ccc(C(F)(F)F)cc2[N+](=O)[O-])n[nH]1	0.1	6	0	-2	3	-1	1	4	-1	-2
COc1ccc(/C=C/C(=O)OCC(=O)NC2CCCCC2C)c(OC)c1 (centres undefined)	0.4	3	-3	-3	4	-1	4	1	-1	-6
COc1ccc(NC(=O)C2(C)CCN2Cc2cccc(OC)c2F)cc1OC (centres undefined)	-0.9	2	-3	4	6	-2	1	0	0	/
CC[C@]12c3[nH]c4ccc(Cl)cc4c3CCN1C(=O)[C@@H](CC(=O)NC/C=C(\C)CCC=C(C)C)C[C@@H]2C(=O)N1CCN(C(=O)c2ccco2)CC1	-1.3	14	1	-4	-6	-3	-4	-8	1	-52
C[C@H]1C2CC(OC(=O)Nc3ccc(C(F)(F)F)cc3)C(C2)[C@H]2CCCCN21 (some centres undefined)	/	4	-11	1	4	2	5	/	-2	/
CC[C@H](C)[C@H](NC(N)=O)C(=O)NCCc1ccc(Cl)cc1	-1.4	0	-2	5	-4	-2	1	-3	0	0
Cc1ccc(C)c(NC(=O)CN(C)C(=O)c2cccc(S(=O)(=O)N3CCN(Cc4ccccc4)CC3)c2)c1	0.2	2	3	-3	5	-1	5	-2	-1	-4
CCOC(=O)c1cc(OC(=O)c2cccc([N+](=O)[O-])c2)n(-c2ccccc2)n1	-4.0	10	4	5	-7	0	-2	2	9	0
Cc1ccccc1NC(=S)N(CCc1c(C)[nH]c2ccc(F)cc12)Cc1ccncc1	1.1	-4	-1	1	8	-2	0	-2	1	-15
Cc1ccc(N(C(C)C(=O)Nc2ccccc2C(=O)N2CCOCC2)S(C)(=O)=O)cc1C (centres undefined)	0.8	5	1	2	4	3	0	-7	1	1
Cc1nc(SCC(=O)c2cc3ccccc3oc2=O)c(C#N)c(C)c1C(=O)Nc1ccccc1	-2.3	-3	3	-3	-2	-3	9	2	3	/
CC1CCCC(C)N1S(=O)(=O)c1ccc(S(=O)(=O)NCCc2ccncc2)cc1 (centres undefined)	3.1	-2	-2	2	-6	-1	6	1	4	-3
COc1ccc(C(=O)NCC(c2ccc3c(c2)OCO3)N2CCN(c3ccc(OC)cc3)CC2)cc1 (centres undefined)	-0.4	1	6	10	2	-4	-4	24*	2	-1
Cc1ccc(-n2c(SCC(=O)c3c(N)n(C4CC4)c(=O)[nH]c3=O)nnc2N2CCOCC2)cc1	1.0	-9	5	11	1	4	-6	-6	4	2
Cc1ccc(O)c(-c2cc3ccccc3[nH]2)c1	-1.2	-4	-3	11	3	1	8	0	-4	16
COc1ccc(C=O)cc1CN1CCCN(Cc2ccc(Cl)cc2)S1(=O)=O	-0.2	-7	7	-5	1	-3	9	2	-3	-44
CCCCC[n+]1ccn(C2=C([O-])c3ccccc3C(=O)/C2=N\S(=O)(=O)c2ccc(Br)cc2)c1	-0.5	15	-4	3	-2	2	-1	-4	15	8
Cc1cccc(S(=O)(=O)Nc2ccc(-c3nc4ccc(C)cc4s3)cc2)c1	-0.8	-92	-1	4	0	0	-3	0	-2	-99
COC(=O)c1ccc(N2NC(=O)/C(=C/c3ccc(-c4ccc(Cl)c(C(=O)O)c4)o3)C2=O)cc1	-7.3	25	19	-10	-2	11	-4	3	39*	2
COc1ccc(/C=N/N2CCOCC2)cc1COc1ccc(F)cc1	0.7	1	-3	4	0	2	-10	7	1	-6
CC1CCN(c2ccc3nnc(CCC(=O)NCc4ccco4)n3n2)CC1	-2.3	2	2	-2	-6	-4	-4	-2	3	-3
CC(=O)c1ccc(N2CCN(S(=O)(=O)c3c(C(=O)N4CCCCC4)c(C)n(C)c3C)CC2)cc1	0.6	3	-5	10	0	2	1	-1	-3	-3
Cn1c(N)c(C(=O)COC(=O)c2nc(Cl)ccc2Cl)c(=O)n(C)c1=O	-1.1	-4	-1	1	-1	-2	12	7	-1	2
COC(=O)CCCC1=CC2=C(c3ccccc3)C(=O)C(C)(OC(=O)C3CCCC3)C(=O)C2=CN1CCc1ccccn1 (centres undefined)	0.9	15	2	4	4	-4	17	1	0	-4

The list goes on.
SMILES	PG9 Ab binder	mABHD4 FP	PRMT1 inh	SIAE primary	DDE Tn7 FP inh	LEDGF integ inh	TDP2 inh	TCR-CD3 inh	UHRF1 binding	HTRA1 inhibitor
CCOC(=O)c1ccccc1NC(=O)COC(=O)C1CC(=O)N(CCc2ccccc2)C1 (centres undefined)	-0.5	4	-1	1	-4	2	4	2	0	-4
C[C@@H](Nc1nc(-c2ccccc2)nc2c1oc1ccccc12)C(=O)O	0.1	-9	2	1	0	-1	-4	6	4	-5
CCCN1/C(=C(/C#N)C2=NS(=O)(=O)c3ccccc32)N(C)c2ccccc21	1.5	-6	-2	-1	0	-2	2	-6	-3	-4
C=CCn1c(SCC(=O)Nc2ccc3c(c2)OCO3)nnc1-c1ccccc1	0.3	-1	0	-4	2	1	7	-3	-3	1
O=C(Nc1cc(C(F)(F)F)ccc1N1CCCC1)c1ccc2c(c1)OCO2	-1.4	-35	0	7	0	1	11	-1	-4	-11
CCOC(=O)c1cc(C)n(Cc2ccccc2)c1C	2.2	0	2	10	-4	0	10	-5	-2	-6
FC(F)(F)c1nnc2sc(-c3ccco3)nn12	-0.9	3	0	-5	3	1	10	6	0	-1
N#Cc1cccc(CSc2nnc(CCCO)n2-c2ccccc2)c1	0.6	3	-3	2	-5	1	1	11	0	9
O=C(NC(Cc1ccc(O)cc1)C(=O)O)c1ccc2c(c1)OCO2 (centres undefined)	0.6	2	-1	2	-8	6	-3	0	-1	9
COCC(C)NCc1cccc(C)c1 (centres undefined)	0.0	-3	1	-8	5	-1	0	-1	2	2
O=C(CN1CCCCC1)Nc1nc(-c2ccccc2)cs1	-0.7	-4	-2	7	-5	0	-5	-3	1	-4
CC(C)(C)n1nnnc1C(c1cc2cc3c(cc2[nH]c1=O)OCCO3)N1CCSCC1 (centres undefined)	-0.2	-2	1	2	4	0	3	3	1	1
CC(C)Oc1cccc(C(=O)NC(=S)Nc2ccc(N3CCN(C)CC3)cc2)c1	-3.8	5	-3	12	0	-2	6	-1	-3	9
Cc1cccc(C)c1NC(=O)CNC(=O)Cc1ccccc1[N+](=O)[O-]	-0.8	6	-3	2	-3	-1	1	3	3	3
NC(=O)c1ccccc1NC(=S)NC(=O)CCc1ccccc1	-1.1	8	1	0	4	-1	0	19	2	-5
Cc1ccccc1-c1nc(CN2CCCC2c2ccc(F)cc2)c(C)o1 (centres undefined)	-0.9	-4	-5	0	8	1	6	3	-3	-26
CC(Oc1ccc(C#N)cc1)C(=O)Nc1ccc(-n2cnnn2)cc1 (centres undefined)	-1.3	-7	-2	-6	-5	1	-14	-5	0	-2
COC(=O)c1cc(OC)c(OC)cc1NC(=O)CSc1ccc(C)cc1	1.9	-4	4	0	8	-3	-10	1	2	-1
CC(NC(=O)c1ccc2c(=O)n3c(nc2c1)CCC3)c1ccc(S(N)(=O)=O)cc1 (centres undefined)	0.8	1	2	-1	1	-2	-1	-5	0	0
Cc1ccccc1Nc1nc2ccccc2s1	-2.2	5	-3	-4	-4	0	-7	-4	0	-9
C=CCSC1=C(C#N)C(c2ccc(OCC)cc2)CC(=O)N1 (centres undefined)	-0.9	4	29*	-5	0	-3	-3	5	1	-4
Cc1nc(NC(=O)CSc2nc(N)cc(N)n2)sc1C	-0.2	-8	-3	-4	3	-1	-7	4	-2	4
Cc1cc(C)c(S(=O)(=O)NCC(c2ccc3c(c2)OCO3)N2CCOCC2)c(C)c1 (centres undefined)	-2.3	-4	-2	2	-6	2	5	3	0	-1
O=C1c2ccccc2C2NC(=O)C3(CCCCC3)N12 (centres undefined)	0.0	3	-1	-1	4	1	6	-3	-3	6
Cc1c(C)n(CC(O)CNCCO)c2ccccc12 (centres undefined)	-3.5	10	1	5	-7	-1	10	1	-2	11

The results go on.
SMILES	PG9 Ab binder	mABHD4 FP	PRMT1 inh	SIAE primary	DDE Tn7 FP inh	LEDGF integ inh	TDP2 inh	TCR-CD3 inh	UHRF1 binding	HTRA1 inhibitor
COc1ccc(C2CC=C(C(=O)O)C(c3ccccc3F)N2S(=O)(=O)c2ccc(C)cc2)cc1OC (centres undefined)	/	0	-1	-2	3	-3	-5	/	0	/
COC(=O)c1sc(N2C(=O)C(=O)/C(=C(/O)c3ccccc3)C2c2ccco2)nc1C (centres undefined)	-2.1	-3	3	0	-9	0	9	2	-2	-3
Cc1sc2nc(N3CCOCC3)[nH]c(=O)c2c1-c1ccccc1	2.6	-1	0	3	-1	1	13	-4	0	1
Cc1cccc(N=C2NC(=O)/C(=C/c3cccn3C)S2)c1	-0.5	2	-3	8	-1	-3	8	-1	-1	2
Cc1ccc(S(=O)(=O)N(C)C)cc1NC(=S)NNC(=O)C(N)=O	-4.4	10	0	2	2	-6	-5	8	0	/
O=C(CN1CCN(c2ccccc2F)CC1)Nc1ccccc1F	0.3	-6	-2	7	4	2	-11	0	0	-2
Cc1ccc(S(=O)(=O)N2CCOCC2)cc1NC(=O)Cn1ccsc1=N	2.0	0	-1	-3	4	0	4	2	-2	-6
O=C(O)/C=C1\CCCc2ccccc2C1O (centres undefined)	-1.2&0.8	0&-10	-5&8	-4&-8	-7&3	-1&1	-8&-6	-2&-9	3&0	3
O=C(/C=C\c1ccccc1[N+](=O)[O-])Nc1ccccc1	-1.4	0	6	-1	-13	-2	-10	-2	0	-8
CC(=O)c1ccc(NC(=O)c2ccc(COc3ccccc3[N+](=O)[O-])o2)cc1	-2.6	-12	3	-24	-6	1	5	-4	2	-42

A second format for 2 compounds above.
Compound | PG9 Ab binder | mABHD4 FP | PRMT1 inh | SIAE primary | DDE Tn7 FP inh | LEDGF integ inh | TDP2 inh | TCR-CD3 inh | UHRF1 binding | HTRA1 inhibitor
CC(=O)c1ccc(NC(=O)c2ccc(COc3ccccc3[N+](=O)[O-])o2)cc1 | -2.6 | -12 | 3 | -24 | -6 | 1 | 5 | -4 | 2 | -42
Cc1cccc(N=C2NC(=O)/C(=C/c3cccn3C)S2)c1 | -0.5 | 2 | -3 | 8 | -1 | -3 | 8 | -1 | -1 | 2

Printed as active in TCR-CD3 inh, among the entries above:
SMILES	PG9 Ab binder	mABHD4 FP	PRMT1 inh	SIAE primary	DDE Tn7 FP inh	LEDGF integ inh	TDP2 inh	TCR-CD3 inh	UHRF1 binding	HTRA1 inhibitor
COc1ccc(C(=O)NCC(c2ccc3c(c2)OCO3)N2CCN(c3ccc(OC)cc3)CC2)cc1 (centres undefined)	-0.4	1	6	10	2	-4	-4	24*	2	-1
